APP transl inh: APP translation inhibition; SH-SY5Y APP 5'UTR-luciferase reporter, luminescence; inhibition, % at 2 µM; actives 0.82% (n = 190,000); AID 1285;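 active means inhibition above a set limit, derived from the sample mean plus 3 SD, cut at about 45% in these data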; further: values of inactives mirror those of a sister screen read the other way
STAT3 activator: increases IL-6 driven STAT3 reporter signal | activation (% of control), % at 5.6 µM | U3A cells, IL-6 STAT3-luciferase reporter, luminescence; 100% = signal with IL-6 EC80 alone | actives 0.91% (n = 190,000);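 active means activation above the screen-wide mean of compound activation plus 3 SD, cut at about 130% in these data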;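 further: 0% = background luminescence of wells with medium and substrate only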
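system = STAT3-luciferase reporter U3A cells | reagent = IL-6 stimulus at 33 ng/mL final | timing = 1 h compound pre-exposure, 6 h IL-6 stimulation, 37 °C | measured by = luminescence | evaluation = % activation versus median of IL-6-stimulated wells | control set = IL-6-only wells as 100% reference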
RAM inhibit: inhibitors of the yeast RAM network; S. cerevisiae dse1pr::URA3 reporter, 5-FOA growth OD615, 2 d; analog-sensitive cbk1-as2 kinase mutant strain; inhibition, % at 50 µM; actives 1.8% (n = 190,000);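 active means inhibition above a set limit, 3 SD over mean compound inhibition, cut at about 8.4% in these data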;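 further: 0% = DMSO-only wells with no growth and 100% = 10 µM 1-NA-PP1 full growth; inhibition rescues growth on 5-FOA so higher OD means more RAM inhibition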
STAT1 activator: STAT1 signaling activation | actives 2.6% (n = 200,000) | NIH 3T3 STAT1-luciferase reporter, IFN-gamma, luminescence; 100% = IFN-gamma alone, no compound | AID 932 | activation (% of control), % at 5.5 µM;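 active means activation above the screen-wide mean activation plus 3 SD, cut at about 130% in these data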;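 further: raw ratio to IFN-gamma control signal so 100% means no change and 0% no light; values of inactives mirror those of a sister screen read the other way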
STAT1 inh: inhibitors of IFN-gamma induced STAT1 signaling; NIH 3T3 STAT1-luciferase reporter, luminescence; inhibition, % at 5.5 µM; actives 0.35% (n = 200,000);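 active means inhibition above a set limit, the mean inhibition across all tested compounds plus 3 SD, cut at about 34% in these data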;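 further: 0% = IFN-gamma with DMSO and 100% = IFN-gamma with 300 µM nifuroxazide; values of inactives mirror those of a sister screen read the other way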
STAT3 inh: reduces IL-6 driven STAT3 reporter signal | inhibition, % at 5.5 µM | actives 0.89% (n = 190,000) | AID 862 | U3A cells, IL-6 STAT3-luciferase reporter, luminescence; host cell line lacks STAT1;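 active means inhibition above the mean inhibition across all screened compounds plus 3 SD, cut at about 44% in these data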;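 further: 0% = DMSO only wells and 100% = 100 µM nifuroxazide control wells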
APP 5'UTR act: APP 5'UTR luciferase reporter activation; activation, % at 2 µM; SH-SY5Y APP 5'UTR luciferase reporter, luminescence; zero percent = DMSO vehicle wells; actives 1% (n = 190,000);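 active means activation above a set limit, based on mean plus 3 SD of controls, cut at about 140% in these data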; further: values of inactives mirror those of a sister screen read the other way
FLuc inhib CS: counter-screen for luciferase assay inhibitors: firefly luciferase inhibition; P08659; inhibition, % at 10 µM; actives 1.5% (n = 200,000); ATPLite firefly luciferase biochemical luminescence, 10 min; AID 1006;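 active means inhibition above about 50% when tested at 10 µM, limit read from the data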
Target sequence (P08659 whole entry, looked up): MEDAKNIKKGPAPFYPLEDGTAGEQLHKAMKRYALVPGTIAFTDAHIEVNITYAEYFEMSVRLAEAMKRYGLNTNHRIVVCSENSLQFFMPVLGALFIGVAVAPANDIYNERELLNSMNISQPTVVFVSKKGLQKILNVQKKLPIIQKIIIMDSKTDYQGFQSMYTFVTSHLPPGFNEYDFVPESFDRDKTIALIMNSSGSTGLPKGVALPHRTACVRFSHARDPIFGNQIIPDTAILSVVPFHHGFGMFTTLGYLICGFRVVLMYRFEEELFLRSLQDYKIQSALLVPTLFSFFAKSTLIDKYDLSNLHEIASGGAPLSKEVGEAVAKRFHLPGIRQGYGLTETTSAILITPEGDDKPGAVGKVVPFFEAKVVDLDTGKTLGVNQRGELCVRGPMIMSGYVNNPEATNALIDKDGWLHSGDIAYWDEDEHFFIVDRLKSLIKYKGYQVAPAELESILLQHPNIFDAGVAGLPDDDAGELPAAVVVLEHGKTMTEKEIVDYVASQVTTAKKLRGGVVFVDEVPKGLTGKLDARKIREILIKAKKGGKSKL
NF-kB expr up: NF-kB expression increase, human neuronal cells; fold change at 12.5 µM; actives 1.6% (n = 190,000); NF-kB reporter expression; active compounds read high; in the data active means fold change above about 3.3
Hsp70 act: Hsp70 transcriptional activation, primary screen | activation, % at 10 µM | AID 1203 | actives 0.04% (n = 200,000) | HeLa Hsp70 promoter luciferase reporter, luminescence; scaled: vehicle 0, proteasome-inhibitor control 100%;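 active means activation above the mean across all tested compounds plus 3 SD, cutoff set per campaign, cut at about 5.5% in these data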;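 further: 100% = MG132 at 30 µM as the positive control and 0% = DMSO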
The depositor's hits bear a star; x = not tested or not shown.

mol	APP transl inh	STAT3 activator	RAM inhibit	STAT1 activator	STAT1 inh	STAT3 inh	APP 5'UTR act	FLuc inhib CS	NF-kB expr up	Hsp70 act
O=C(Nc1ccccc1-c1ccccc1)c1ccc(Cl)c([N+](=O)[O-])c1	-9	88	0.0	88	14	14	9	-8	0.98	-0.1
Cc1ccccc1N(CC(=O)NCc1ccc2c(c1)OCO2)C(=O)CCC(=O)Nc1ccccn1	-5	97	-0.3	90	11	6	5	-10	0.63	-0.4
CCOC(=O)Cc1csc(NC(=O)NC2(C(F)(F)F)Oc3cc(Cl)c(Cl)cc3O2)n1	10	96	0.7	96	4	2	-10	-8	1.6	0.0
CC(=O)CCc1ccc(Oc2nc(-c3cccnc3)nc3ccccc23)cc1	8	94	1.3	95	5	15	-8	-4	0.71	-0.2
CCOCCCNC(=S)NCCNc1nc2c(C)cccc2cc1C#N	-8	84	0.5	96	4	25	8	-4	0.61	0.3
Cc1ccc(-n2c(-c3nn(C)c(C)c3Cl)n[nH]c2=S)cc1	-13	103	-0.1	101	-1	5	13	6	1	1.1
COc1cccc(OCC(O)CN2CCOCC2)c1 (configuration not stated)	3	100	-0.8	102	-3	10	-3	-1	1.1	-0.1
O=C(CSc1nnc(-c2cccs2)o1)N1CCCCC1	-76	111	2.5	125	-28	-9	76	14	2.3	0.2
CSc1ncc(Cl)c(C(=O)C(C#N)c2nc3c(C)cc(C)cc3c(=O)[nH]2)n1 (configuration not stated)	-12	98	6.2	88	11	6	12	-2	1.2	-0.2
CCC1CCCCN1c1nc(-c2ccncc2)nc2ccccc12 (configuration not stated)	-11	102	1.0	99	1	-4	11	-2	0.77	0.3
O=C(CSc1nc(-c2cccs2)cc(C(F)(F)F)n1)NCc1ccccc1	x	97	4.0	93	7	10	x	0	0.78	-0.3
C=CCOc1ccccc1CNCCCN1CCOCC1	-9	102	2.4	98	2	8	9	-2	1.1	-0.2
O=C(NNc1cc(N2CCOCC2)nc(N2CCOCC2)n1)c1ccc(Cl)cc1Cl	2	98	2.7	100	0	1	-2	-9	1.1	-0.3
Cc1ccc(NC(=O)c2ccc(S(=O)(=O)NCC3CCCO3)cc2)cc1C (configuration not stated)	-20	103	4.1	103	-6	4	20	0	1.2	0.1
Cc1cc(C)n(C(=O)/C(C#N)=C/N(C)C)n1	13	99	0.8	106	-8	5	-13	1	0.97	-0.3
CC(C)N(C(=O)COC(=O)CNS(=O)(=O)c1ccccc1F)c1ccccc1	18	104	2.0	103	-3	-6	-18	-5	0.95	-0.1
O=C(C(=O)N1CCN(c2ccccc2F)CC1)c1c[nH]c2ccccc12	-30	89	5.9	103	-6	22	30	4	1.1	-0.3
CNC(=O)c1ccsc1NC(=O)c1ccc(S(=O)(=O)N2CCOCC2)cc1	12	97	0.4	98	4	2	-11	0	0.92	-0.3
Cc1ccc(NC(=O)Cn2nnc3ccccc3c2=O)cc1	8	109	1.0	111	-13	-7	-8	2	1.5	0.0
COc1ccccc1NC(=O)C1=C(C)NC(=O)NC1c1ccc(C)cc1 (configuration not stated)	26	108	0.1	104	-7	-10	-26	-7	0.91	0.1
NC(=O)c1ccccc1OCC(=O)O	8	101	-0.8	102	-7	8	-8	-4	1.1	0.0
CSc1nc(=O)n2cccc(C)c2n1	6	95	0.7	101	-3	14	-6	-7	1.2	0.2
Cc1c(CN2CCC(CO)(CCOc3ccccc3)CC2)[nH]c2ccc(Cl)cc12	9	112	-1.8	97	2	-9	-9	-6	0.7	0.0
O=C(CSc1ccc(Cl)cc1)N1CCN(c2ncc(C(F)(F)F)cc2Cl)CC1	-8	105	11*	96	4	4	8	-4	0.83	-0.2
Cn1c(=O)c2c(nc(OCc3ccc4c(c3)OCO4)n2Cc2ccccc2Cl)n(C)c1=O	18	106	1.6	101	-1	5	-18	-2	1.1	0.0
COc1ccc(N(CC(=O)NCc2cccnc2)S(=O)(=O)c2c(C)nn(C)c2C)cc1	-3	101	4.2	108	-9	7	3	-7	0.96	-0.2
Cc1ccc(N/C(=C\C(=O)c2ccccc2)C(=O)O)cc1	-60	108	0.2	117	-21	-6	60	3	1.7	-0.1
C=CCNC(=S)Nc1ccc(C)cc1[N+](=O)[O-]	9	95	0.3	102	-4	11	-9	0	x	0.5
O=C(CCn1c(=O)oc2ccccc21)Nc1nc2ccccc2s1	4	104	0.7	102	-2	0	-4	-4	1	-0.2
O=C(C1CC1)N1CCCN(C(=O)C2CC2)CC1	11	93	2.4	108	-11	13	-11	-3	1.2	-0.1

9 structures from above, arranged by formula weight, lowest first:
mol	APP transl inh	STAT3 activator	RAM inhibit	STAT1 activator	STAT1 inh	STAT3 inh	APP 5'UTR act	FLuc inhib CS	NF-kB expr up	Hsp70 act
C=CCNC(=S)Nc1ccc(C)cc1[N+](=O)[O-]	9	95	0.3	102	-4	11	-9	0	x	0.5
Cc1ccc(NC(=O)Cn2nnc3ccccc3c2=O)cc1	8	109	1.0	111	-13	-7	-8	2	1.5	0.0
O=C(CSc1nnc(-c2cccs2)o1)N1CCCCC1	-76	111	2.5	125	-28	-9	76	14	2.3	0.2
O=C(Nc1ccccc1-c1ccccc1)c1ccc(Cl)c([N+](=O)[O-])c1	-9	88	0.0	88	14	14	9	-8	0.98	-0.1
CC(=O)CCc1ccc(Oc2nc(-c3cccnc3)nc3ccccc23)cc1	8	94	1.3	95	5	15	-8	-4	0.71	-0.2
CCOCCCNC(=S)NCCNc1nc2c(C)cccc2cc1C#N	-8	84	0.5	96	4	25	8	-4	0.61	0.3
CC(C)N(C(=O)COC(=O)CNS(=O)(=O)c1ccccc1F)c1ccccc1	18	104	2.0	103	-3	-6	-18	-5	0.95	-0.1
Cn1c(=O)c2c(nc(OCc3ccc4c(c3)OCO4)n2Cc2ccccc2Cl)n(C)c1=O	18	106	1.6	101	-1	5	-18	-2	1.1	0.0
CCOC(=O)Cc1csc(NC(=O)NC2(C(F)(F)F)Oc3cc(Cl)c(Cl)cc3O2)n1	10	96	0.7	96	4	2	-10	-8	1.6	0.0

New compounds follow:
mol	APP transl inh	STAT3 activator	RAM inhibit	STAT1 activator	STAT1 inh	STAT3 inh	APP 5'UTR act	FLuc inhib CS	NF-kB expr up	Hsp70 act
O=C(NCC1CCNCC1)c1ccncc1	-9	93	0.8	92	9	13	9	-8	1.1	-0.4
CCOc1ccc(N(CC(=O)OC)S(=O)(=O)c2ccc(OC)c(OC)c2)cc1	-10	96	2.5	92	9	8	10	-8	0.75	-0.4
CC(=O)Nc1ccc(NC(=O)CNC(=O)COc2ccccc2)cc1	2	108	2.9	106	-8	-2	-2	-6	0.93	-0.1
COc1cc(C)c(CNc2cc(C)cc(C)c2)cc1C	9	102	0.3	97	3	4	-9	-3	1	-0.3
CCC(C)(C)n1nnnc1C(c1cc2cc(C)ccc2[nH]c1=O)N1CCCc2ccccc21 (configuration not stated)	x	108	0.8	101	3	-9	x	-5	1.2	0.2
CCOc1cc(CNc2ncn[nH]2)ccc1OCC(=O)NC(C)(C)C	-9	102	1.0	96	3	5	9	-5	0.99	-0.2
Cc1cc(C)c(S(=O)(=O)NCCCN2CCOCC2)cc1Br	16	101	-0.7	105	-6	3	-17	-6	1.2	-0.2
CCCn1nnnc1SCC(=O)NNC(=O)C1CCCCC1	1	100	0.9	99	1	11	-1	-5	1.1	-0.1
CCOCC(=O)Nc1ccc(F)c(F)c1	1	108	0.7	109	-7	-6	-1	0	1.4	0.1
COc1cc2c(cc1OC)CN(C(=O)c1ccc(S(=O)(=O)N(C)c3ccccc3)cc1)CC2	-7	104	3.1	78	23	-4	7	-8	0.85	-0.2
COc1cccc(NC(=O)C(Sc2nnc(Nc3ccccc3C)s2)c2ccccc2)c1 (configuration not stated)	-19	103	7.2	107	-8	-4	19	-4	1.1	-0.5
COC(=O)c1ccccc1S(=O)c1snnc1C (configuration not stated)	-2	93	1.0	96	4	14	2	-6	1.1	0.2
CCNS(=O)(=O)c1ccc(NC(=O)c2ccccc2OCC)cc1	14	70	1.6	101	0	39	-14	-8	1	-0.1
Cn1c(=O)n(Cc2ccccc2F)c(=O)c2c1nc1n2CCCN1CCc1ccccc1	-12	101	2.1	106	-7	3	12	-6	0.82	1.2
COc1ccc(NC(=O)C2CCN(C(=O)c3cccs3)CC2)c(OC)c1	-24	99	2.3	103	-4	3	24	-6	1.1	-0.2
CCOC(=O)N1CCN(C(=O)CN(Cc2ccc(Cl)cc2)S(=O)(=O)c2ccc(C)cc2)CC1	-3	94	4.6	101	-1	8	3	-6	0.67	-0.2
Clc1ccccc1CSc1nncn1NC/C=C/c1ccccc1	-9	96	0.8	97	3	4	9	-8	0.97	0.3
COc1cccc(/C=C2/CN(C)CC3=C2OC(N)=C(C#N)C3c2cccc(OC)c2)c1 (configuration not stated)	-4	97	2.3	114	-15	6	4	-9	1	-0.3
O=C1CC(/C=C/c2ccccc2)=Nc2ccccc2N1	-128	95	3.5	142*	-44	9	128	30	4*	0.1
CCN(CC)S(=O)(=O)c1ccc2nc(NC(=O)c3ccco3)sc2c1	-16	109	2.2	116	-17	-4	16	9	1.3	0.1
COc1ccc(C2(c3ccc(OC)cc3)NC(=O)N(Cn3nnc4ccccc4c3=O)C2=O)cc1	-18	106	3.4	101	2	-10	18	-2	0.83	-0.4
Cc1ccc(S(=O)(=O)N(C)c2ccc(OCC(=O)O)cc2)cc1	6	102	-0.1	100	2	-2	-6	0	1.1	-0.4
CCn1c(=O)c(=O)[nH]c2cc(C(=O)N3CCN(c4ccccc4F)CC3)ccc21	-5	94	0.9	105	-5	11	5	-8	0.83	-0.4
CNC(=O)NC(=O)COC(=O)CCCSc1nc2ccccc2s1	2	106	3.1	82	19	-6	-1	4	0.86	-0.5
Cc1ccc(NC(=O)NNC(=O)C2CC(c3cccnc3)=NO2)cc1 (configuration not stated)	-6	96	1.4	104	-5	13	7	-4	0.97	-0.4
O=C(NCCOc1ccc(Cl)cc1)c1ccc2ccccc2n1	-17	93	1.2	104	-5	12	17	-8	1.2	-0.1
CC(c1ccon1)N(C)Cc1c(C(=O)N(C)Cc2ccccc2)nc2ccccn12 (configuration not stated)	3	101	0.5	102	-2	4	-3	-1	0.97	0.0
Cc1cccc(-c2nnc(SCC3CNC(=O)O3)n2-c2ccc(Cl)cc2)c1 (configuration not stated)	-6	108	0.0	103	-3	-9	6	-6	1.4	-0.2
COC(=O)CSc1nc2sc(C)c(C)c2c(=O)n1C	-8	88	1.7	95	5	18	8	-10	1.1	-0.1
O=C(Nc1ccc(F)cc1F)Nc1ccc(F)cc1F	-45	70	3.4	99	2	41	45	-2	2	-0.1

Screening results as filed in PubChem BioAssay.
